# Source: PubChem BioAssay (National Center for Advancing Translational Sciences (NCATS))
# SW480 rerep – DNA re-replication induction in SW480 cells; SW480 DNA re-replication, Hoechst DNA content imaging, 48 h; Potency, µM (doses to about 46.1 µM), inactives show top-dose re-replication activation, most hits filed as activators; 1.8% of 340,000 active; AID 624297; further: potency means the concentration at half of the fitted maximal effect; % of control where 0% means no effect; nearly all actives have a fitted effect of over 55% in size
#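 Quantitative HTS format with DMSO vehicle controls; 48 hr drug incubation at 37 C, then 40 min Hoechst staining and scanning imager measurement at 405 nm excitation.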
# KB-3-1 tox – KB-3-1 parental cell cytotoxicity. KB-3-1 viability, CellTiter-Glo ATP luminescence, 72 h. Potency, µM (highest dose often 46.1 µM), for inactives: top-dose activity change, negative = cytotoxic, actives largely listed as cytotoxic. 1.4% of 400,000 active. AID 1347075; further: potency means the concentration at half of the fitted maximal effect; on the % scale 0 is the no-effect control and ±100 the full control effect; nearly all actives have a fitted effect of over 60% in size
#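 Luminescent ATP read-out (CellTiter-Glo) measures survival of drug-naive KB-3-1 cells after 72 h compound exposure at 37 °C. Titration series was screened from lowest to highest concentration, with DMSO vehicle plates as background controls.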
# D3 antag – D3 dopamine receptor (human) antagonism | AID 652054 | 2.5% of 360,000 active | max response, negative = inhibition, % | D3R cells, DiscoveRx beta-arrestin luminescence, antagonist mode; hits give low values | P35462; in the data active means max response below about -50%; inconclusive means no clear call, values can overlap the other calls; further: on the % scale 0 is the no-effect control and ±100 the full control effect; mostly tested at two doses, the higher about 12 µM
# Target sequence (P35462 whole entry, looked up): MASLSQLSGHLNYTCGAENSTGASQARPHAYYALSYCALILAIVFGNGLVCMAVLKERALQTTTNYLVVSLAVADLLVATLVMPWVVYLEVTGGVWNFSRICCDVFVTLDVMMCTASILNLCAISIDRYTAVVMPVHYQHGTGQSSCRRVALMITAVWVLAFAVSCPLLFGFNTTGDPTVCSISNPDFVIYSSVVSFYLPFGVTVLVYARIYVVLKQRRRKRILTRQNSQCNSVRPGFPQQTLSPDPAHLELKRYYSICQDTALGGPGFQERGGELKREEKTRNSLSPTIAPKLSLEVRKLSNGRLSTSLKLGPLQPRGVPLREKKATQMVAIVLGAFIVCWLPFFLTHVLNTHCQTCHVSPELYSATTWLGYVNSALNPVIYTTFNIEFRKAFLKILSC
#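 Cells plated overnight at 1500 cells/well, then exposed to library compounds with dopamine controls for 90 minutes at 37 degrees C. DiscoveRx reagent added for 30–60 minutes at room temperature; luminescence read, quantitative HTS format.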
# KB-V1 cytotox – KB-V1 MDR subline cytotoxicity; KB-V1 MDR cells viability, CellTiter-Glo, 72 h; Potency, µM (doses to about 46.1 µM), for the others: at the top dose activity change, negative = cytotoxicity, actives largely listed as cytotoxic; 3.4% of 400,000 active; further: potency means the concentration at half of the fitted maximal effect; on the % scale 0 is the no-effect control and ±100 the full control effect; nearly all actives have a fitted effect of over 60% in size
#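 KB-V1 MDR subline cells in DMEM (phenol-red free, 10% FBS) exposed to compounds in qHTS concentration series for 72 h at 37 degrees C. Viability read by CellTiter-Glo luminescence; concentration-effect curves fitted after normalization and correction.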
# HT1080-NT tox – kills 2HG-producing HT-1080-NT fibrosarcoma cells. HT-1080-NT fibrosarcoma viability, CellTiter-Glo ATP luminescence, 48 h. Potency, µM (series often up to 46.1 µM), for the others: top-dose activity, negative = less viability, actives largely listed as cytotoxic. 1.6% of 360,000 active. AID 686970;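 further: NT is the 2HG producing partner of a matched IDH1 knockdown line; potency means the concentration at half of the fitted maximal effect; 0% = DMSO-treated cells and -100% = media-only wells without cells; nearly all actives have a fitted effect of over 55% in size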
#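 Luminescent CellTiter-Glo readout after 48 hours of compound exposure at 37 degrees C defined viability of HT-1080-NT cells. Activity was normalized to DMSO wells and cell-free media wells; concentration-response curves were fitted and assigned curve classes.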
# GLP1R ag – GLP-1 receptor (human) agonism; Potency, µM (series often up to 45.6 µM), without a hit: at the top dose activation, usual class: activators; 0.007% of 380,000 active; HEK293 GLP-1R CRE-luciferase, luminescence, 4-6 h; cells express a hypersensitive GLP-1R form; P43220; further: potency means the concentration at half of the fitted maximal effect; % of control where 0% means no effect
# Target sequence (P43220 whole entry, looked up): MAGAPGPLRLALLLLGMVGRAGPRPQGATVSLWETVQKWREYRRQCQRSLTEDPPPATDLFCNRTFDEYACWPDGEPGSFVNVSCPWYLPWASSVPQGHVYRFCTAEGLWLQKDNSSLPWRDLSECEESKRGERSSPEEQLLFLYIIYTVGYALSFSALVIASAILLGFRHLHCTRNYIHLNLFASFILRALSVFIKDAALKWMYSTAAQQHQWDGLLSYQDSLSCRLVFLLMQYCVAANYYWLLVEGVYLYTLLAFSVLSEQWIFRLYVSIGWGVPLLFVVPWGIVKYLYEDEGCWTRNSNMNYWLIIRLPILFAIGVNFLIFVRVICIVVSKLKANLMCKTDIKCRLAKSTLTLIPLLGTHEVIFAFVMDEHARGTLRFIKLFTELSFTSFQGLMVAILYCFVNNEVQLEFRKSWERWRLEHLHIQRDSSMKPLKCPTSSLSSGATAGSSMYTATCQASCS
# DRD3 agonist – agonists of human D3 dopamine receptor | P35462 | D3R DiscoveRx beta-arrestin cells, luminescence, 90 min | max activation, % | 0.58% of 410,000 active; in the data active means max activation above about 30%; further: 0% is about no effect; mostly tested at two doses, the higher about 12 µM
#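 Agonist-mode cell screen: cells plated at 1500/well and incubated overnight at 37 °C, then exposed to library compounds for 90 min at 37 °C. Detection reagent was added for 30–60 min at room temperature, and luminescence was read.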
# HT1080 IDH1KD tx – HT-1080 IDH1 knockdown cell toxicity (counter line) | HT-1080 IDH1 knockdown viability, ATP luminescence, 48 h | 2% of 360,000 active | Potency, µM (series often up to 46.1 µM), for inactives: top-dose activity, negative = toxicity, most hits filed as cytotoxic;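 further: potency means the concentration at half of the fitted maximal effect; 0% = DMSO wells and -100% = cell-free medium wells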
#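 Viability of IDH1-knockdown HT-1080 fibrosarcoma cells was assessed by CellTiter-Glo after 48 h at 37 °C with titrated compound; concentration-effect curves were classified by fit quality and response size.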
# IL1B secr inh – inflammasome signaling inhibition, IL-1 beta readout; THP-1 LPS/ATP IL-1B secretion, AlphaLISA, 16 h; hits give low values; activity change, % at 57.5 µM; 4.7% of 360,000 active; in the data active means activity change below about -50%; inconclusive means mostly about -30% to -49%; further: on the % scale 0 is the no-effect control and ±100 the full control effect
#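 THP-1 cells pretreated 1 hr with compounds (up to 57.5 uM final), then stimulated with LPS (250 ng/mL final) plus ATP (1.25 mM final); secreted IL-1B measured by AlphaLISA after 16 hr, decreased signal indicating inhibition.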
# * hit, by the source's call; i = inactive; ? = inconclusive; / = not tested or not shown; & = joins results of further samples; [ ] = dose if it differs, or a comment. Unless noted, the call rests on the fitted dose curve; in most records, active means well fitted curve in the direction sought with a large enough effect; inconclusive means small, poorly fitted or top-dose-only effect, or another doubt; inactive means no such curve, though single readings can be large; an effect the other way counts as inactive or inconclusive.
compound	SW480 rerep	KB-3-1 tox	D3 antag	KB-V1 cytotox	HT1080-NT tox	GLP1R ag	DRD3 agonist	HT1080 IDH1KD tx	IL1B secr inh
O=C(NC1CCCCC1)c1ccccc1NC(=O)C1CC(=O)N(c2ccc(Cl)cc2)C1 (stereo not drawn)	1%	2%	20	-12%	6%	-6%	19	-12%	0
CC(C)n1nnnc1C1c2ccccc2C(=O)N1Cc1cccs1 (stereo not drawn)	/	1%	7	0%	0%	3%	3	7%	20
COc1ccc(C(=O)Nc2ccncc2)c(OC)c1	9%	-14%	5	?	4%	15%	2	6%	-15
O=C(CSc1ccc2nnc(-c3ccccc3)n2n1)NCC1CCCO1 (stereo not drawn)	-5%	0%	6	-6%	12%	-8%	-6	14%	-3
COc1ccccc1C/C(N)=N/OC(=O)c1cccs1	4%	-1%	-4	0%	?	0%	-4	-27%	9
COC(=O)Cc1[nH]c(Cl)nc1C(N)=O	2%	3%	-1	13%	2%	10%	6	0%	-2
CCCCN1C[C@H](CO)Oc2cccc(F)c2S1(=O)=O	-2%	-4%	-17	-22%	-2%	2%	-1	3%	20
C/C(=N\NC(=O)Cn1c(-c2ccccn2)nc2ccccc21)c1cccc(O)c1	0%	4%	-5	0%	1%	7%	0	1%	-9
CCSc1nnc(NC(=O)CCN2C(=O)C3CCCCC3C2=O)s1 (stereo not drawn)	-11%	-4%	7	-5%	5%[9.24 µM]	8%	9	-3%	28
COc1cccc(NC(=O)[C@@H]2CCCN2C(=O)C2CCN(S(=O)(=O)c3ccc(C)cc3)CC2)c1	16%	-4%	-15	18µM*	?	-3%	2	-1%	18
O=C(CN1C(=O)c2ccccc2C1=O)Nc1sc2c(c1C(=O)NCc1ccco1)CCCC2	-13%	2%	?	-2%	0%	-7%	-5	9%	0
CCCCC1CCC(C(=O)Nc2ccc(N3CCOCC3)cc2N2CCOCC2)CC1 (stereo not drawn)	-24%	28%	0	-2%	17%	4%	2	10%	4
CC(C)(C)c1nc(C(C)(C)C)c(Br)c(=O)[nH]1	-4%	-11%	1	?	19%	1%	-10	7%	41
CC1CN/C(=C\C(=O)c2ccc(Cl)cc2)C(=O)N1 (stereo not drawn)	-17%	-6%	14	?	11%	-14%	0	13%	-23
Cc1ccc(S(=O)(=O)N2CCOCC2)cc1C(=O)OC(C)C(=O)c1ccccc1 (stereo not drawn)	?	1%	5	0%	0%	14%	16	-11%	13
COc1ccc(CN2C(=O)c3ccccc3C2c2nnnn2-c2c(C)cccc2C)cc1OC (stereo not drawn)	/	-9%	-30	0%	-6%	?	-1	8%	-12
C[C@@]12CCC[C@@](C)(C(=O)O)C1CC[C@@]13C[C@@H](NCc4ccccc4)[C@@](C)(CCC12)C3 (stereo partly drawn)	-10%	3%	-23	-1%	8%	7%	4	11%	0
CC(CNC(=O)c1ccc(NC2=NC3CS(=O)(=O)CC3S2)cc1)c1ccccc1 (stereo not drawn)	2%	3%	-8	2%	10%	-1%	4	4%	-6
CCCCCCN1C[C@H](n2cc(-c3ccc(F)cc3)nn2)[C@@H](O)C[C@@H]1c1ccccc1	/	13%	1	17%	7%	-3%	-4	15%	12
O=C(Cn1c(=O)nc(-c2ccccc2)c2ccccc21)Nc1ccc(Cl)cc1F	/	-3%	/	11%	/	-1%	1	/	/
O=C(O)C1C2C=CC(C2)C1C(=O)Nc1cccc(C(=O)N2CCCCC2)c1 (stereo not drawn)	-1%	2%	3	-9%	0%	0%	-2	2%[9.24 µM]	-5
CCOC(=O)Cn1c(=O)n(C2CCCCC2)c2nc(-c3cccc(F)c3)nc(C(N)=O)c21	/	-20%	/	-16%	/	0%	-3	/	/
Cc1ccccc1C(=O)NCC(c1ccco1)N1CCc2ccccc21 (stereo not drawn)	-491%[inhibitor]	-7%	3	-4%	-26%	6%	-6	-7%	-21
CCc1nccn1-c1cc(C(C)(C)C)nc2c(-c3ccc(Cl)cc3)cnn12	-2%	-7%	0	-5%	12%	2%	1	12%	-7
C/C(=N\NC(=O)c1cc(-c2cccc([N+](=O)[O-])c2)n[nH]1)c1ccc(F)cc1	-4%	15%	-2	1%	-25%	5%	-11	-29%	-5
CC(C)C(C)NC(=O)CN1C(=O)NC2(CCc3ccccc32)C1=O (stereo not drawn)	-1%	-22%	-17	0%	1%	3%	-2	1%	8
Cc1ccc(S(=O)(=O)C2(S(=O)(=O)c3ccc(C)cc3)CC2)cc1	4%	-26%	-7	-1%	0%	19%	2	-3%	-24
Cc1nnc(SCC(=O)Nc2ccccc2)n(N)c1=O	-2%	0%	-5	4%	23%	1%	-1	12%	-5
CCn1c(SCC(=O)C(C)(C)C)nnc1-c1cccnc1	24%	-10%	-13	0%	-18%	0%	-8	-1%[9.24 µM]	-5
CCC(=O)n1nc(NCc2ccccc2OC)nc1NCc1ccccc1OC	12%	-3%	-18	-21%	-8%	-12%	1	-11%	-12
O=c1[nH]cnc2c1nc(NCc1ccccc1)n2C1O[C@@H](CO)[C@H](O)[C@@H]1O (stereo partly drawn)	11%	-7%	-7	16%	20%	8%	-4	1%	-9
O=C(COC(=O)c1cc(S(=O)(=O)N2CCOCC2)ccc1F)Nc1ccccc1C(F)(F)F	/	25%	8	14%	3%	3%	2	1%	17
Nc1nc(-c2ccccc2)c(-c2ccccc2)n1N	-16%	17%	-7	?	2%	15%	1	13%	-18
Cn1nc(C(F)(F)F)c(-c2ccc(Br)cc2)c1NC(=O)c1ccco1	6%	-1%	-23	-19%	?	-5%	-10	-29%	-3
CCn1c(SCC(=O)NCc2ccccc2)nc2ccccc2c1=O	-3%	1%	12	?	-19%	-1%	7	3%	18
CC1Cc2nc(SCC(=O)Nc3ccc4c(c3)OCO4)n(Cc3ccccc3)c(=O)c2S1 (stereo not drawn)	?	-4%	-28	?	1%	-1%	2	-2%	-19
CC(C)=CCN1CCN(Cc2nc(-c3ccccc3)cs2)CC1CCO (stereo not drawn)	?	0%	-24	?	0%	4%	-7	-1%	0
COC(=O)[C@H](C)NC(=O)Nc1cccc(C(F)(F)F)c1	-1%	6%	27	15%	-5%	-3%	-1	4%	7
COC(=O)C1=C(C)NC(C)=C(C(=O)OC)C1C(=O)OCc1nnc(-c2ccccc2)o1	0%	6%	1	-16%	6%	-3%	8	1%	18
O=C(NCc1nnc2c(C(F)(F)F)cc(Cl)cn12)c1ccc2c(c1)OCO2	12%	4%	22	?	-1%	-4%	-5	-2%	-4
Cc1noc(C)c1-c1nc(CSc2ccc(Cl)cc2)no1	-5%	-2%	-13	3%	8%	18%	4	2%	0
O=C(CCn1cnnn1)Nc1ccccc1F	-1%	-10%	-5	1%	12%	-1%	-1	21%	17
Cc1csc(NC(C)c2nc3cc(C(F)(F)F)ccc3n2CCOCCO)n1 (stereo not drawn)	-8%	0%	31	?	4%	1%	7	2%	8
CCCn1nnc(NC(=S)NC(=O)c2cccs2)n1	/	0%	?	-20%	9%	4%	-9	8%	0
C#CCn1c(=NC(=O)CSCC(=O)N2CCOCC2)sc2ccccc21	-4%&-2%	-1%	6	-2%	-4%	1%	-3	5%	-8
Cn1nnc2cc(C(=O)NCc3ccco3)ccc21	-8%	5%	-8	13%	12%	1%	1	-1%	-20
CCOC(=O)c1ccc(NC(=O)c2cn(-c3ccccc3)nc2-c2ccncc2)cc1	?	13%	24	-13%	-17%	-3%	0	?	-29
Cc1cccc(N(C)C(=O)COc2cc(=O)n(C)c3ccccc23)c1	-1%	0%	0	0%	13%	18%	4	13%	12
CCOc1ccc(CCN2C(=O)c3ccc(C(=O)O)cc3C2=O)cc1OCC	-13%	11%	3	-13%	5%	-4%	7	6%	0
Cn1c(=O)oc2cc(S(=O)(=O)N3CCC(C(=O)NCc4ccccc4)CC3)ccc21	0%	-1%&9%	19	?	11%	0%&2%	0&-9	5%	-14
Cc1cccc(N2CCN(CC(=O)Nc3ccc(-n4cnnn4)cc3)CC2)c1C	-10%	8%	-11	-4%	11%	-8%	-6	7%	19
NC(=O)CC(NC(=O)c1ccc(Br)cc1)c1ccc(NCc2ccc(F)c(F)c2)c([N+](=O)[O-])c1 (stereo not drawn)	3%[9.22 µM]	-1%	-20	7%	-1%	0%	-29	-12%	-13
O=C(Cn1ccc2ccccc2c1=O)NCCC(=O)N1CCCCC1	-14%	6%	4	-7%	1%	1%	0	8%	0
N#Cc1nc(-c2ccco2)oc1NCCN1CCOCC1	-9%	0%	29	1%	9%	2%	8	0%	11
O=C(CCCOc1ccccc1)Nc1cccc([N+](=O)[O-])c1	-19%	-1%	-7	5%	-2%	13%	3	3%	-15
Cc1ccc(S(=O)(=O)N(CC(=O)NCc2ccccn2)c2ccc(Cl)cc2)cc1	-3%	0%	-12	?	0%	6%	-2	16%	i
CN(C)c1nc(OCCNC(=O)COc2ccccc2Cl)nc(N(C)C)n1	-1%	-17%	-2	1.6µM*	23%	9%	-1	15%	12
Cn1cc(CN2CCc3c([nH]c4ccccc34)C2C2CCCCC2)cn1 (stereo not drawn)	-4%	-2%	-17	-7%	-22%	6%	-4	-16%	-24
COc1ccccc1NC(=S)NC(=O)Cc1ccc(Cl)cc1	-2%	-1%	29	0%	-12%	-4%	2	-20%	12

# Not a hit list; 12% or so of the library scored in one or more.
